High-throughput results as filed in PubChem BioAssay.
hcDAF12 agonist: H. contortus DAF-12 activation, primary screen | activation, % at 6.8 µM | hit rate 1.4% among 370,000 | HEK293 hcDAF-12 lit1-tk-luc reporter, luminescence; 0% DMSO, 100% Δ7-dafachronic acid;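 active means activation above the mean of all tested compounds plus 3 SD, cut at about 5.5% in these data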;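 further: 100% = response to 3 µM Δ7-dafachronic acid high control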
SMARCA2 activ: SMARCA2 function activation, primary screen. MG213 cells, MMTV-luciferase reporter, dexamethasone, overnight. hit rate 1% among 370,000. activation, % at 9.1 µM; in the data active means activation above about 7.8%;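 further: 0% = vehicle wells and 100% = reference activator wells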
sPLA2-III inh: Blocks human group III sPLA2 activity; Q9NZ20; AID 743126; inhibition, % at 12.2 µM; QFRET BODIPY PC-A2 liposome hydrolysis, fluorescence; hit rate 0.56% among 370,000;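 active means inhibition above mean plus 3 SD of compounds lying within the high and low control bounds, cut at about 19% in these data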;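 further: 0% = median of test compound wells and 100% = no enzyme DMSO wells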
NR1D1 modulator: modulates human Rev-erb alpha binding to DNA; P20393; Rev-erbα–FITC-DNA binding, fluorescence polarization, 90 min; hit rate 0.79% among 370,000; activity, % at 10 µM;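 active means activity above about 14%, limit read from the data; passing the limit was not always enough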;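 further: 0% = DMSO wells with 35 nM protein and 100% = DMSO wells with 750 nM protein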
PG9 Ab binder: PG9 antibody binding by small molecule | TR-FRET gp120-PG9 antibody binding | inhibition, % at 6.7 µM | AID 624416 | hit rate 0.43% among 360,000; in the data active means inhibition above about 8.5%
PLC-beta3 inh: inhibitors of human phospholipase C beta3; Q01970; Purified PLC-beta3, fluorogenic substrate, fluorescence; inhibition, % at 12.2 µM; hit rate 0.18% among 370,000; in the data active means inhibition above about 11%;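 further: 0% = median of compound wells on plate and 100% = full blocker control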
Target sequence (Q01970 whole entry, looked up): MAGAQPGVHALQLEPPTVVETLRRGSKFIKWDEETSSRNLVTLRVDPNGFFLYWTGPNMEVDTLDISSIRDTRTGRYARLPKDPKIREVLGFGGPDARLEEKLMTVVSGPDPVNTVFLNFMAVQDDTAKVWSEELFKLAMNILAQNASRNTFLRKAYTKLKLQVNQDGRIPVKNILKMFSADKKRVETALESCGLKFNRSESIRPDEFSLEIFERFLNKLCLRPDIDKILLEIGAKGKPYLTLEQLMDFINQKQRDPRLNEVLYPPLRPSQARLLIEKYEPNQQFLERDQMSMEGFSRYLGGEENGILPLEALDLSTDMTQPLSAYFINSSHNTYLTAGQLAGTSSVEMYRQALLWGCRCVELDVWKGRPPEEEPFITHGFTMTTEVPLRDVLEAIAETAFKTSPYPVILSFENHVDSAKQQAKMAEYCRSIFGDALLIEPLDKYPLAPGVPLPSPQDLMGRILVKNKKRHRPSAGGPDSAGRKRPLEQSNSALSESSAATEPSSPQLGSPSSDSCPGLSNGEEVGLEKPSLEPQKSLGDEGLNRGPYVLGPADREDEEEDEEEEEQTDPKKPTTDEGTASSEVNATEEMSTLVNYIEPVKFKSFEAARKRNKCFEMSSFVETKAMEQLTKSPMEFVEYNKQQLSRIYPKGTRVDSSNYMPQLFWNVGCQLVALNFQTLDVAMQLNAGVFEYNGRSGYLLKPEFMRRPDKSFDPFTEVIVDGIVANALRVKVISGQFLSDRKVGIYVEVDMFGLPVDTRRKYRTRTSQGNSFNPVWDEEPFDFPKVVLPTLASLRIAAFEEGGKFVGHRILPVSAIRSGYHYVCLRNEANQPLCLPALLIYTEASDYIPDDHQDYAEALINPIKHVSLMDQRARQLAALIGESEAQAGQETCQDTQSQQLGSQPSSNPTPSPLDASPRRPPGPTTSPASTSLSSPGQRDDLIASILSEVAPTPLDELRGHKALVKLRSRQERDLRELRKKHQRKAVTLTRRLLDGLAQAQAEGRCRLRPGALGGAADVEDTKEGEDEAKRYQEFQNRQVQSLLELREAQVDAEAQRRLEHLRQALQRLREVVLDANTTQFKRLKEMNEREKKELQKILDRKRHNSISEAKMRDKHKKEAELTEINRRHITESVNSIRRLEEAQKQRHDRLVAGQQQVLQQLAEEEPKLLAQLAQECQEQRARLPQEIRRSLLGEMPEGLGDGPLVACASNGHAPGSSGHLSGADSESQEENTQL
hgDAF12 agonist: activates the H. glycines DAF-12 receptor ligand-binding domain | HEK293 GAL4-hgDAF12 UAS-luciferase reporter, agonist luminescence; normalized to butyrate control | hit rate 1.8% among 370,000 | activation, % at 6.8 µM;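 active means activation above a cutoff set at the mean of all screened compounds plus 3 SD, cut at about 10% in these data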;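 further: 0% = DMSO wells and 100% = sodium butyrate wells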
GAA850 FXN act: frataxin GAA850 promoter activation | HEK293 lucGAA850 FXN promoter luciferase reporter, 24 h; percent of 10 µM SAHA response | activation, % at 6 µM | hit rate 0.56% among 360,000 | AID 540364;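 active means activation above the average of all compounds screened plus 3 SD, cutoff fixed separately per campaign, cut at about 7.5% in these data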;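 further: 0% = DMSO wells and 100% = 10 µM SAHA wells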
DAX1 inh-1: DAX1 (NR0B1) inhibition, primary screen; inhibition, % at 6.8 µM; HEK293T StAR-luciferase reporter, SF-1/DAX-1 repression relief; hit rate 1.1% among 370,000; AID 652010;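 active means inhibition above the mean over all tested compounds plus 3 SD, cut at about 3.6% in these data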;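 further: 0% = DAX-1 cells with DMSO and 100% = cells lacking DAX-1 with DMSO; higher inhibition means more luminescence from relief of DAX-1 repression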
DAX1 inh-2: NR0B1 (DAX1) inhibition. inhibition, % at 6.75 µM. HEK293 Gal4-DAX1 luciferase reporter, luminescence. AID 504766. hit rate 0.99% among 340,000. P51843;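 active means inhibition above the mean over all tested compounds plus 3 SD, cut at about 4.2% in these data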;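 further: 0% = DAX1-transfected cells with DMSO and 100% = empty-vector control cells with DMSO; inhibition shows as a rise in luminescence from relieved DAX1 repression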
ssDAF12 agonist: activators of S. stercoralis DAF-12 nuclear receptor | HEK293 ssDAF-12/GRIP1 lit1-tk-luc reporter, luminescence; % of 3 µM dafachronic acid response | activation, % at 6.8 µM | hit rate 1% among 370,000 | AID 652126;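 active means activation above the mean over all tested compounds plus 3 SD, cut at about 0.9% in these data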;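 further: 0% = DMSO-only wells and 100% = 3 µM delta7-dafachronic acid wells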
* = called active by the depositor; / = not tested or not shown.

SMILES	hcDAF12 agonist	SMARCA2 activ	sPLA2-III inh	NR1D1 modulator	PG9 Ab binder	PLC-beta3 inh	hgDAF12 agonist	GAA850 FXN act	DAX1 inh-1	DAX1 inh-2	ssDAF12 agonist
O=C(NC(=S)Nc1ccc(F)c(Cl)c1)C1CC1	-2.0	-2	9	-2	0.8	-5	1.9	3.0	0.1	2.1	-1.2
Cc1ccc(Cn2nnnc2CN2CCC(NC(=O)C(C)(C)C)CC2)cc1	-1.2	-2	-2	1	1.6	3	-1.7	0.6	-0.3	-2.3	-0.8
CCCCN1C(=O)C(O)(c2ccccc2)c2cc(Br)ccc21 (stereo unspecified)	-2.0	-2	-6	5	-2.3	-4	-2.1	8.1*	0.0	1.3	-1.1
Cc1ccc(-c2nc(C#N)c(NCc3cccc4c3OCO4)o2)cc1	-1.1	6	-29	-4	0.2	-346	1.8	-0.4	0.9	0.3	-1.2
O=C(N/N=C/c1ccncc1)c1ccc(OCc2ccccc2)cc1	-0.2	2	-6	2	-1.3	-18	0.7	3.7	0.4	-1.6	-2.1
COc1ccc(C(=O)c2c[nH]c3ccccc23)cc1	3.7	3	-7	1	-5.0	0	11*	3.4	3.2	2.1	0.9
COc1ccccc1C(CC(=O)N1CCCC1)c1ccc2c(c1)OCO2 (stereo unspecified)	-1.3	1	-1	8	-0.7	1	0.2	-1.8	-0.9	0.3	-1.3
Nc1cc(N)cc(C(=O)OCC(=O)Nc2cc(S(=O)(=O)N3CCCCC3)ccc2Cl)c1	-0.2	-1	8	0	-1.6	-16	-0.3	1.6	-0.1	-0.3	-1.1
COCCCNC(=O)CSc1ccc(Cl)cc1	2.8	-1	5	-3	2.6	2	1.4	2.7	0.0	-0.7	-1.6
Cc1ccc(C)c(NC(=O)CSc2sc3c(O)cc(=O)[nH]c3c2C#N)c1	2.4	-4	6	-1	1.2	-33	-0.8	-0.2	0.1	-0.7	-0.4

The list goes on; it opens with the 5 that closed the last part.
SMILES	hcDAF12 agonist	SMARCA2 activ	sPLA2-III inh	NR1D1 modulator	PG9 Ab binder	PLC-beta3 inh	hgDAF12 agonist	GAA850 FXN act	DAX1 inh-1	DAX1 inh-2	ssDAF12 agonist
COc1ccc(C(=O)c2c[nH]c3ccccc23)cc1	3.7	3	-7	1	-5.0	0	11*	3.4	3.2	2.1	0.9
COc1ccccc1C(CC(=O)N1CCCC1)c1ccc2c(c1)OCO2 (stereo unspecified)	-1.3	1	-1	8	-0.7	1	0.2	-1.8	-0.9	0.3	-1.3
Nc1cc(N)cc(C(=O)OCC(=O)Nc2cc(S(=O)(=O)N3CCCCC3)ccc2Cl)c1	-0.2	-1	8	0	-1.6	-16	-0.3	1.6	-0.1	-0.3	-1.1
COCCCNC(=O)CSc1ccc(Cl)cc1	2.8	-1	5	-3	2.6	2	1.4	2.7	0.0	-0.7	-1.6
Cc1ccc(C)c(NC(=O)CSc2sc3c(O)cc(=O)[nH]c3c2C#N)c1	2.4	-4	6	-1	1.2	-33	-0.8	-0.2	0.1	-0.7	-0.4
COc1cccc(NC(=S)N2CCn3c(nc4ccccc43)C2)c1	-0.1	0	7	-2	1.0	-2	-1.4	0.8	-0.6	-1.5	-1.0
NS(=O)(=O)c1cccc(Nc2nc3ccccc3nc2NS(=O)(=O)c2ccc(Cl)cc2)c1	0.5	-2	-57	1	-0.5	-98	-1.4	2.6	-0.5	0.3	-1.0
O=C(NCC(=O)N(c1ccccc1F)C(C(=O)NCC1CCCO1)c1ccccc1)c1ccco1 (stereo unspecified)	-2.4	1	0	0	0.1	0	-1.7	0.0	-0.5	0.3	-0.4
CCc1nc2c(OCc3ccc(Cl)cc3)cccn2c1N(C)C(=O)c1ccc(C)cc1	-0.4	-3	1	3	-0.6	-2	-2.2	-0.4	-1.2	/	-0.8
COc1ccc(/C=C\C(=O)CC(O)(c2ccccc2)C(F)(F)F)cc1 (stereo unspecified)	-1.9	-2	-5	3	-0.2	2	-3.1	-0.7	-0.8	-0.6	-1.7
CC1CN(c2nc3c(c(=O)[nH]c(=O)n3C)n2Cc2ccccc2F)CC(C)O1 (stereo unspecified)	-2.4	-1	4	2	-0.1	0	-0.1	0.8	-0.2	2.0	-1.0
Cc1ccc(NS(=O)(=O)c2ccc(CCC(=O)NCCO)cc2)cc1	-3.1	1	-1	2	-1.9	3	-1.1	-0.9	-0.6	2.3	-1.8
Cc1ccc(-c2ccc(CN3C(CC(C)C)C(=O)N(Cc4cn(CCC5OCCCO5)nn4)CCS3(=O)=O)cc2)cc1 (stereo unspecified)	-1.4	-6	-31	-5	-1.6	-2	-5.4	-1.2	-0.6	-0.4	-0.9
O=C(CSc1ccc(-c2ccc(F)cc2)nn1)NCCc1ccccc1	1.1	2	4	-2	-0.2	2	-3.5	2.4	0.1	-0.3	-1.5
O=C(CSc1nnc(-c2ccccc2F)o1)NC1CCCCC1	-2.5	-1	8	0	0.0	-6	-1.0	-0.8	-0.4	-1.3	-0.5
COc1ccccc1/C=C/CN1CCC(n2nccc2NC(=O)C2CC2)CC1	1.1	0	-4	7	-0.5	-7	-0.8	1.4	-0.4	-0.6	-0.8
O=C(Oc1ccccc1Cl)c1ccc(-n2cncn2)nc1	-0.1	8.2*	2	-4	-1.9	4	-2.0	0.3	-0.3	-0.2	-1.2
O=C(O)Cn1nc(-c2ccccc2)oc1=O	0.2	1	3	2	-0.2	-3	1.3	-0.1	-0.3	1.0	-1.3
Clc1ccc(C2=Nn3c(nnc3-c3n[nH]c4c3CCC4)SC2)cc1Cl	-2.8	-1	-11	4	0.8	1	-1.0	3.8	-0.9	3.2	-1.7
Cc1cccc(CCNC(=O)CCS(=O)(=O)c2cc3c(cc2C)NC(=O)CO3)c1	0.6	2	18	3	0.9	4	-0.1	-1.5	2.0	1.3	-1.1
O=S1(=O)c2c(NCc3ccco3)cccc2Oc2ccccc2CN1Cc1cn(Cc2ccccc2C(F)(F)F)nn1	-3.6	-2	-7	-3	/	-49	-1.7	/	-1.0	/	-1.5
CCOc1ccccc1N(C)C(=O)c1ccc2c(=O)n3c(nc2c1)CCCCC3	-0.6	-4	3	-1	0.5	-12	-0.2	0.3	0.2	1.5	-1.1
CC(=O)Nc1ccc(S(=O)(=O)N2CCN(CCC#N)CC2)cc1	0.2	-2	1	14	-0.4	1	8.6	1.1	-0.1	-4.1	-1.2
CNC(=O)Nc1ccccc1NC(=O)NC	-1.5	-4	8	-3	0.6	2	-1.6	-1.2	0.3	0.0	-1.1
COc1ccc(C(=O)NCC2OCCc3ccccc32)cc1OC (stereo unspecified)	0.9	0	0	-2	-1.6	2	0.4	1.6	-0.6	1.5	-1.7
CC(C)Nc1nc(Oc2ccc(Cl)cc2)cc(C(F)(F)F)n1	-0.8	2	6	5	1.7	0	0.1	0.6	0.5	-0.3	-1.4
O=C(c1ccccc1Cl)N1CCN(S(=O)(=O)N2CCCCC2)CC1	-1.0	-2	-3	-2	-3.1	-4	0.6	-0.2	-0.1	0.7	-0.8
COc1ccccc1CNC(=O)NCCCN1CCN(c2ccc(F)cc2)CC1	-2.0	-3	8	-2	/	-2	-2.0	/	-0.5	/	-1.7
CCn1c(SCC(=O)NNC(=O)c2ccc(C)cc2)nnc1-c1ccncc1	-0.7	-2	-1	3	-1.1	-1	0.0	-0.3	0.1	0.9	-1.4
O=S(=O)(NCCc1ccccc1)c1ccc(Br)s1	-1.0	0	-5	-1	-0.5	-10	-0.2	0.3	-0.5	-0.1	-0.2
Cc1ccc(S(=O)(=O)N2C[C@H]3[C@H]4C(=O)N(c5ccccc5)C(=O)[C@H]4C[C@H](OC(=O)NC4CCCC4)[C@@]3(O)C2)cc1	-0.1	0	-18	-4	-0.5	1	3.9	0.9	0.0	1.3	-0.9
O=[N+]([O-])c1ccc(O)c(/C=N/n2cnnc2)c1	-1.3	-4	3	4	0.1	7	-0.1	-1.4	1.2	5.1*	-1.0
CCCCNC(=O)/C=C1\Sc2ccccc2NC1=O	-1.6	0	-4	-1	-1.1	-43	1.6	4.2	-0.2	0.5	-0.9
Cc1ccc(Cn2nc(C)c(C(=O)NCC(c3cccs3)N3CCOCC3)c2Cl)cc1 (stereo unspecified)	1.6	-1	-8	4	2.4	-3	-3.3	-0.6	-2.7	-0.9	-0.9
O=C(Cn1cnc2cc([N+](=O)[O-])ccc2c1=O)Nc1cccc(S(=O)(=O)N2CCCCC2)c1	-3.6	-2	4	-3	-0.1	-13	-5.4	-3.2	-2.8	-1.0	-2.0
CC(C)C[C@@H](CN1CCC[C@H]1CN1C(=O)C(=O)NC[C@@H]1Cc1ccccc1)N1C[C@H](Cc2ccc(O)cc2)N(CC2CCCCCC2)C(=O)C1=O	-2.4	1	-22	-3	-0.5	4	-5.0	/	-0.8	/	-1.6
CC(=O)C1CCC2C3CCC4CC(=O)CCC4(C)C3C(O)CC12C (stereo unspecified)	-0.1	-4	10	0	-1.6	1	-4.4	2.4	-0.7	0.6	-0.4
COCCOC(=O)c1[nH]c2c(c1C)C(=O)CC(c1ccc(F)cc1)C2 (stereo unspecified)	-2.6	0	-5	7	0.7	-1	2.2	-4.3	-3.9	-3.9	-1.6
Cc1ccc(CN2CC(C(=O)N3CCN(c4ccccc4Cl)CC3)CC2=O)cc1 (stereo unspecified)	-1.5	4	-13	7	0.0	-3	-2.9	0.7	-0.9	-0.8	-0.9

Full records, looked up by structure:
Results for Cc1ccc(CN2CC(C(=O)N3CCN(c4ccccc4Cl)CC3)CC2=O)cc1 (stereo unspecified) : hcDAF12 agonist: -1.5; SMARCA2 activ: 4; sPLA2-III inh: -13; NR1D1 modulator: 7; PG9 Ab binder: 0.0; PLC-beta3 inh: -3; hgDAF12 agonist: -2.9; GAA850 FXN act: 0.7; DAX1 inh-1: -0.9; DAX1 inh-2: -0.8; ssDAF12 agonist: -0.9
Results for COCCOC(=O)c1[nH]c2c(c1C)C(=O)CC(c1ccc(F)cc1)C2 (stereo unspecified) : hcDAF12 agonist: -2.6; SMARCA2 activ: 0; sPLA2-III inh: -5; NR1D1 modulator: 7; PG9 Ab binder: 0.7; PLC-beta3 inh: -1; hgDAF12 agonist: 2.2; GAA850 FXN act: -4.3; DAX1 inh-1: -3.9; DAX1 inh-2: -3.9; ssDAF12 agonist: -1.6
